# Akt phos inh = Akt phosphorylation inhibition | Neuro2A IGF-stimulated pAkt S473 HTRF, 20 min; stronger effect = lower value | activity change, % for hits at 50 µM | 0.32% of 360,000 active | AID 651550; in the data active = activity change below about -80%; inconclusive = mostly about -51% to -80%; note: % is set by controls: 0 for no effect and ±100 for the full control effect
#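 Single-point screen (50 µM final compound) in Neuro2A cells stimulated 20 min with 6 nM IGF at 37 deg C. After lysis, Ser473-phosphorylated Akt read by HTRF (ex 330 nm, em 615/665 nm) as the 665/615 ratio.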
# EPAC2 agonist = agonists of human EPAC2 (RAPGEF4); EPAC2 activation, biochemical qHTS; response scale: 100% = 6.5 mM cAMP response; Potency, µM (highest dose often 154 µM), for the others: at the top dose activation, hits mostly activators; 0.079% of 360,000 active; AID 720711; note: potency is the fitted concentration of half-maximal effect; nearly all actives have a fitted effect of over 50% in size
# Target sequence (Q8WZA2 whole entry, looked up): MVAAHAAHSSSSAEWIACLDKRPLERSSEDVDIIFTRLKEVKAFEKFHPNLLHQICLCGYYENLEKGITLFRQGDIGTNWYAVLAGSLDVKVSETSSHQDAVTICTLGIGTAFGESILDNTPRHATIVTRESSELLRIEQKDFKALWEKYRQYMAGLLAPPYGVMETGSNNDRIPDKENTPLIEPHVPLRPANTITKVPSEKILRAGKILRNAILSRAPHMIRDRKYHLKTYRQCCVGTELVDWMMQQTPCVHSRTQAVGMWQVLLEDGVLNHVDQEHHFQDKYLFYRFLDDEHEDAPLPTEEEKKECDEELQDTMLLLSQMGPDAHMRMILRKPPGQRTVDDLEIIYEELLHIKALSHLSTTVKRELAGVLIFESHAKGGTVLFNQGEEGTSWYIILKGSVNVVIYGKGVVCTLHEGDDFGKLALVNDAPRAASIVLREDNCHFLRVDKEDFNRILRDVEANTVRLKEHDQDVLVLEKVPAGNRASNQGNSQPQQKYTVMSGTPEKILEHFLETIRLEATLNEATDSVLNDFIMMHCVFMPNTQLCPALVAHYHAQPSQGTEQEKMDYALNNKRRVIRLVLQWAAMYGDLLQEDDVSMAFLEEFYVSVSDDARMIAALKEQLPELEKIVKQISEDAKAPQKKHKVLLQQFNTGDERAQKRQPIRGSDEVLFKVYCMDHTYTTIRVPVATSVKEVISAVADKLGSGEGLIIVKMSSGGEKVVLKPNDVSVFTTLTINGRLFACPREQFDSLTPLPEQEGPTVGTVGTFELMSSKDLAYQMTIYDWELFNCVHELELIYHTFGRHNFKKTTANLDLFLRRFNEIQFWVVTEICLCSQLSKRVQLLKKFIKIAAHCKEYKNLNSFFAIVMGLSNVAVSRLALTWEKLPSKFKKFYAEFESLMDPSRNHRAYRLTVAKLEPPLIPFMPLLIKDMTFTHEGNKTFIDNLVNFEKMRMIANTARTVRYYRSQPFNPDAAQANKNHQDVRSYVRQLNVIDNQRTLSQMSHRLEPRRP
#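 Compounds were titrated in qHTS against a Rap1B-BODIPY-GDP (250 nM) complex with EPAC2 (100 nM) and GDP (50 uM). BODIPY-GDP release tracked at 480/540 nm over 30 min at room temperature, normalized to 6.5 mM cAMP.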
# DRD3 antagonist = antagonists of human D3 dopamine receptor; 2.5% of 360,000 active; P35462; D3R cells, DiscoveRx beta-arrestin luminescence, antagonist mode; stronger effect = lower value; AID 652054; max response, negative = inhibition, %; in the data active = max response below about -50%; inconclusive = no clear call, values can overlap the other calls; note: % is set by controls: 0 for no effect and ±100 for the full control effect; mostly tested at two doses, the higher about 12 µM
#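 Cells plated overnight at 1500 cells/well, then exposed to library compounds with dopamine controls for 90 minutes at 37 degrees C. DiscoveRx reagent added for 30–60 minutes at room temperature; luminescence read, quantitative HTS format.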
# Mm-Cpn inhibitor = inhibitors of Methanococcus maripaludis chaperonin (MmCpn). purified Mm-Cpn ATPase, ADP Transcreener TR-FRET. Potency, µM (doses to about 76.9 µM), inactives show at the highest dose activity, negative = inhibition, most hits filed as inhibitors. 0.031% of 330,000 active; note: potency is the fitted concentration of half-maximal effect; % is set by controls: 0 for no effect and ±100 for the full control effect; nearly all actives have a fitted effect of over 80% in size
#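 Inhibition of chaperonin ATP hydrolysis is measured as reduced ADP production, detected by competitive TR-FRET in which signal falls with ADP. Final enzyme 25 nM and ATP 10 uM, reacted 30 min at 37°C.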
# D3 ag = activates the human D3 dopamine receptor; P35462; D3R DiscoveRx beta-arrestin cells, luminescence, 90 min; max activation, %; 0.58% of 410,000 active; AID 652048; in the data active = max activation above about 30%; note: 0% is about no effect; mostly tested at two doses, the higher about 12 µM
#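 Agonist-mode cell screen: cells plated at 1500/well and incubated overnight at 37 °C, then exposed to library compounds for 90 min at 37 °C. Detection reagent was added for 30–60 min at room temperature, and luminescence was read.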
# CCT chaperon mod = changes cytosolic chaperonin activity | activity change, % (no concentration beside the values), hits read low | 0.3% of 360,000 active | purified chaperonin ATPase assay, HTRF ADP detection, 30 min | AID 651819; in the data active = activity change below about -30%; note: % is set by controls: 0 for no effect and ±100 for the full control effect
#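 First, chaperonin was dispensed at 40 nM or 20 nM final depending on batch activity. Next, compounds were pinned at 76 uM and ATP added at 10 uM. After 30 min at 37 °C, ADP detection reagents ran 30 min at ambient temperature.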
# PTHR1 agonist = PTHR1 (human) receptor agonism | HEK293 GP2 PTHR1 cells, GloSensor cAMP luminescence, 1 h | AID 743266 | Potency, µM (top dose mostly 115 µM), inactives show top-dose activation, hits mostly activators | 0.075% of 410,000 active; note: potency is the fitted concentration of half-maximal effect; nearly all actives have a fitted effect of over 55% in size; some results filed as inactive show a strong effect at the top dose; inactives centre near -15; many of its hits are not listed in these tables
#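 HEK-293-derived GP2 cells expressing PTHR1 and a GloSensor cAMP reporter, 3,000/well, plated overnight, given luciferin plus IBMX (each 0.5 mM as added) for 1 h at 37 °C, then compound for 1 h at 37 °C. Luminescence was read after 15 min at room temperature.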
# EPAC2 antag = EPAC2 (human) antagonism; Q8WZA2; EPAC2 GEF exchange of Rap1B-BODIPY-GDP, fluorescence; Potency, µM (series often up to 114 µM), for inactives: top-dose activity, negative = inhibition, hits mostly inhibitors; 0.18% of 360,000 active; AID 720708; note: potency is the fitted concentration of half-maximal effect; % is set by controls: 0 for no effect and ±100 for the full control effect; nearly all actives have a fitted effect of over 45% in size; many of its hits are not listed in these tables
# * marks the source's active call; other numbers are inactive results; i = inactive; ? = inconclusive; / = not tested or not shown; & = joins results of further samples; [ ] = another dose, or the depositor's remark. Unless noted, calls come from the whole dose curve; as a rule, active = well fitted curve in the direction sought with a large enough effect; inconclusive = small, poorly fitted or top-dose-only effect, or another doubt; inactive = no such curve, though single readings can be large; an effect the other way counts as inactive or inconclusive. These rows are one share of the data; the hit share may differ from the screen's.
SMILES,Akt phos inh,EPAC2 agonist,DRD3 antagonist,Mm-Cpn inhibitor,D3 ag,CCT chaperon mod,PTHR1 agonist,EPAC2 antag
Cc1ccc(-c2cc(C(=O)NCc3cccs3)no2)cc1,i,6%,-11,2%,0,-2.2,i,-3%
Cc1ccccc1-n1nc2c(c1NC(=O)c1cccc(F)c1)CS(=O)C2 (stereo not drawn),i,-3%,?,0%,-13,-0.3,-7%,1%
CCCN1CCC(=O)N(CCO)CC1,i,16%,8,3%,1,1.2,-2%,6%
COc1ccc(/C=C/C(=O)NC(=S)Nc2ccc(N3CCN(C(C)=O)CC3)cc2)cc1,i,-1%,-4,-1%,-7,0.4,i,1%
COc1ccc(/C(C)=N/OCC(=O)N=Nc2c(O)[nH]c3ccc(Br)cc23)cc1,i,6%,-15,0%,8,2.0,-41%[inhibitor],-13%
CC(=O)Nc1ccc(NC(=O)CSc2nnc3c4ccccc4n(C)c3n2)cc1,i,2%,10,0%,0,0.6,-18%,-8%
CCCn1c(N2CCN(S(=O)(=O)Cc3ccccc3)CC2)nc2ccccc21,i,5%,-24,-1%,5,2.2,-84%[inhibitor],13%
CC(C)CN(C(=O)CCc1ccccc1Cl)c1c(N)n(Cc2ccccc2)c(=O)[nH]c1=O,i,-4%,-27,0%,2,-1.9,-6%,12%
Cc1ccc(C(=O)Nc2ncc(C)s2)s1,i,1%,-3,-1%,4,1.1,-21%,-6%
O=c1ccc(-c2nc3ccccc3n2Cc2ccc(Cl)cc2)c[nH]1,i,4%,-17,1%,-10,-1.1,-27%,-5%
Cc1ccc(C)c(NC(=O)CCc2ccc(C)o2)c1,i,3%,-10,1%,0,-0.9,i,13%
CCCCn1c(=S)[nH]c2ncccc2c1=O,i,-5%,-20,2%,-2,-1.4,i,2%
O=C(COC(=O)c1ccc([N+](=O)[O-])cc1Cl)NC(=O)c1ccccc1,i,5%,18,3%,-6,2.8,i,10%
Cc1ccc(C(=O)NCc2ccc(Cl)c(Cl)c2)o1,i,-9%,-7,1%,3,-0.4,-9%[57.5 µM],2%
CN(Cc1ccccc1)S(=O)(=O)c1ccc(OCC(=O)N2CCC(C(N)=O)CC2)cc1,i,1%,22,2%,5,-1.2,-9%,1%
O=C(/C=C/c1ccco1)Nc1cccc(NC(=O)/C=C/c2ccco2)n1,i,-3%,50,0%,0,-1.5,-28%,8%
COCCn1c(=NC(=O)/C=C/c2ccccc2)sc2cc(NC(C)=O)ccc21,i,3%,-4,1%,-2,1.8,i,6%
Cc1cc2ncn(S(=O)(=O)N(C)C)c2cc1C,i,5%,0,0%,-2,-0.3,1%[57.5 µM],-2%[57.1 µM]
Cc1ccc(C)c(C(=O)CC2(O)C(=O)N(C)c3ccccc32)c1 (stereo not drawn),i,0%,?,4%,-2,0.3,i,-3%
Cc1ccc(-c2nc(CS(=O)CC(=O)N3CCN(c4ncccn4)CC3)c(C)o2)cc1 (stereo not drawn),i,11%,-24,0%,-4,-3.2,-34%[inhibitor],12%
CCOc1nc2cnccc2n(CC(=O)Nc2cccc(C)c2)c1=O,i,4%,4,1%,5,0.4,-7%,4%
CCN1CCN(Cc2ccc(NC(=O)c3cc(NC(=O)C4=NN(c5ccccc5)C(=O)C4)cc(OC)c3)cc2C(F)(F)F)CC1,i,-7%&-1%,3&-3,-1%,-1&1,-4.0&-1.2,-19%&8%,23%&48%
Cc1cc(C(=O)CN2C(=O)C(=O)N(Cc3ccccc3)C2=O)c(C)n1CC1COc2ccccc2O1 (stereo not drawn),i,5%,-18,-9%,6,-1.3,-12%,0%
CCN1CCN(Cc2nc3c(c(=O)n(C)c(=O)n3C)n2CCc2ccccc2)CC1,i,-3%,-4,-1%,5,2.9,-7%,-7%
COc1ccc2[nH]cc(C(=O)CCl)c2c1,i,-2%,-6,1%,-4,1.7,-32%[inhibitor],-5%
C=CCC1(O)C(=O)N2C(=C1C(=O)N1CCOCC1)c1ccccc1CC2(C)C (stereo not drawn),i,4%,-9,-1%,14,1.4,-15%[57.5 µM],4%
CCOc1ccc2nc3sc(C(=O)N4CCN(C)CC4)c(N)c3cc2c1,i,-6%,-20,-4%,-9,-0.1,-13%,7%
O=C(Cn1c(CN2CCCCC2)nc2ccccc2c1=O)NC1CCCCC1,/,6%,38,?,-9,-0.7,-16%[57.5 µM],-2%
Cc1ccc2c(c1)sc1nc(=O)n(-c3ccccc3)c(=O)n12,i,0%,-7,2%,-2,-0.4,-23%,6%
CC(C)NC(=O)c1ccc(-c2cc(C(F)(F)F)ccc2Cl)o1,i,3%,?,1%,-17,-0.6,i,8%
COc1cc(Cl)ccc1OCc1cc(C(=O)N(C)C2CC(C)(C)NC(C)(C)C2)no1,i,-2%,-9,1%,1,-3.4,-18%,1%
C=CCC[C@H](CCCCC)OC(=O)/C=C/[C@H](O)[C@@H](O)C[C@@H](O)CC=C,i,-4%,-9,/,-3,-0.7,-22%,-28%
NC(=O)N/N=C/c1c(O)ccc2oc3c(c12)CCCC3,i,-1%,-5,4%,-5,-2.6,i,10%
Cc1ccc(C)c(Oc2cc(NC(=O)CCCn3nc(C)c([N+](=O)[O-])c3C)cc([N+](=O)[O-])c2)c1,i,6%,-14,2%,5,-2.7,-14%,-4%
O=C1C(NS(=O)(=O)c2cccs2)=C(N2CCOCC2)C(=O)c2ccccc21,i,-1%,-12,-3%,-4,-1.0,-11%,-14%
O=C(CN1C(=O)c2ccccc2S1(=O)=O)c1ccc(OC(F)F)cc1,i,4%,?,-5%,-5,-3.9,-34%,-3%
CC(C)[C@H](NS(=O)(=O)c1ccccc1)C(=O)OCC(=O)Nc1ccc2c(c1)OCO2,i,-6%,-2,1%,2,1.9,i,-4%
COC(=O)c1cccc(NC(=O)c2cccnc2)c1,i,7%,-3,-1%,-1,-2.5,i,0%
CCOC(=O)N1CCC(Nc2c(-c3ccccc3)c(=O)c2=O)CC1,i,-8%,20,-1%,-2,-1.4,16%[57.5 µM],6%[57.1 µM]
CCNC(=O)CN(c1ccc(F)cc1)S(=O)(=O)c1ccc2c(c1)OCCO2,i,4%,-23,-2%,3,-1.0,0%,-8%
O=C(NC1=NCCS1)c1cccc(F)c1,i,4%,-17,/,10,-3.1,-7%,-2%
COc1cccc(NC(=O)Cn2cnc3sc(C)c(S(=O)(=O)N4CCCCC4)c3c2=O)c1,/,5%,26,0%,4,0.5,-12%[57.5 µM],-3%
CCN(C[C@H]1N[C@@](Cc2ccccc2)(C(=O)OC)[C@H]2C(=O)N(C)C(=O)[C@@H]12)S(=O)(=O)c1ccc(-c2ccccc2)cc1,i,9%,55,0%,-8,-23,-23%,-2%
NCC(c1ccccc1Cl)c1c[nH]c2ccccc12 (stereo not drawn),i,1%,0,2%,2,-3.5,0%,-11%
COc1ccccc1CNC(=O)COC(=O)c1ccc(N2CCCC2=O)cc1,i,4%,-12,-4%,-3,1.6,-19%,-3%

# Individual results from the entries so far.
# D3 ag with CCN1CCN(Cc2ccc(NC(=O)c3cc(NC(=O)C4=NN(c5ccccc5)C(=O)C4)cc(OC)c3)cc2C(F)(F)F)CC1 reads -1&1
# Mm-Cpn inhibitor with CCCN1CCC(=O)N(CCO)CC1 reads 3%
# D3 ag with CC(C)NC(=O)c1ccc(-c2cc(C(F)(F)F)ccc2Cl)o1 reads -17
# CCT chaperon mod with Cc1ccc(C)c(Oc2cc(NC(=O)CCCn3nc(C)c([N+](=O)[O-])c3C)cc([N+](=O)[O-])c2)c1 reads -2.7

# (continued)
SMILES,Akt phos inh,EPAC2 agonist,DRD3 antagonist,Mm-Cpn inhibitor,D3 ag,CCT chaperon mod,PTHR1 agonist,EPAC2 antag
COc1ccccc1C(=O)NCCC(=O)NCc1ccncc1,i,-6%,-24,0%,0,-2.2,i,7%
COc1ccc(OC)c(NC(=O)CSc2nnc3ccc(-c4ccncc4)nn23)c1,i,1%,1,0%,3,0.9,i,1%
Cc1c(CCO)c(=O)n(-c2ccccc2)n1S(=O)(=O)c1c(Cl)cc(Cl)cc1Cl,i,-4%,-13,5%,2,-0.2,-6%[57.5 µM],-5%
COC(=O)c1ccc2nc(C3CCCCC3)c(Cc3cccc(F)c3)n2c1,i,10%,11,/,-4,0.2,-12%,?
Cc1c(O)ccc(/C=N/Nc2ncccc2[N+](=O)[O-])c1O,i,10%,-22,-3%,-7,0.6,-31%[inhibitor],5%
CC(=O)c1ccc(N2C(=O)NC3(CCCCC3)C2=O)cc1,i,1%,-1,-5%,1,-1.5,i,6%
Cc1onc(C(=O)N2C(C)CCCC2C)c1[N+](=O)[O-] (stereo not drawn),i,-2%,-9,0%,4,-2.0,i,10%
O=C1CCCC2=C1C(c1ccc3c(c1)OCO3)c1c([nH]n(-c3ccccc3)c1=O)N2 (stereo not drawn),i,12%,?,-6%,1,-4.1,?,4%
Cc1ccc(F)cc1C(=O)N1CCCCC1c1cc(C(=O)Nc2cccc(C#N)c2)no1 (stereo not drawn),i,15%,7,/,1,0.1,i,-5%
Nc1nnc(SCC(=O)OCC(=O)c2ccccc2)s1,i,3%,-20,2%,7,-0.9,i,2%
CSC(=NC#N)N1CCN(C(c2ccccc2)c2ccccc2)CC1,i,10%,0,4%,6,-3.1,-20%,-22%
CC(O)CNCc1ccc(-c2ccccc2)cc1 (stereo not drawn),i,8%,-13,2%,-15,-6.1,-19%[57.5 µM],-5%
Cc1ccc(C)c(CN2C(=O)COc3ccccc32)c1,i,14%,-18,2%,-3,0.6,i,4%
Cc1cccc(NC(=O)CCc2nnc3ccc(N4CCC(C)CC4)nn23)n1,i,-1%,1,2%,5,-0.7,i,-1%
CC(C)Oc1ccc(C(=O)O)c(C(=O)O)c1,i,-2%,-29,-2%,-18,-4.7,i,-4%
COC(=O)C1CCN(C(=O)COC(=O)c2ccc(=O)n(Cc3ccccc3)n2)CC1,i,5%,-10,2%,0,-0.8,i,22%
COC(=O)C1CCN(S(=O)(=O)CCNC(=O)c2ccc3c(c2)OCO3)CC1,i,1%,0,-1%,3,1.1,-13%,2%
Cc1ccc(S(=O)(=O)N2CCN(C(=O)CCc3c[nH]c4ccccc34)CC2)c(C)c1,i,26%,10,0%,-5,1.3,i,21%

# An excerpt from above, reduced to CCT chaperon mod.
SMILES,CCT chaperon mod
COc1ccccc1C(=O)NCCC(=O)NCc1ccncc1,-2.2
COc1ccc(OC)c(NC(=O)CSc2nnc3ccc(-c4ccncc4)nn23)c1,0.9

# Compound activity deposited in PubChem by National Center for Advancing Translational Sciences (NCATS).
